High-throughput results as filed in PubChem.
FXIIa inh 1536 – factor XIIa (human) inhibition; 220,000 tested, 0.3% active; inhibition, % at 5 µM; purified FXIIa, Boc-QGR-AMC fluorogenic substrate, 2 h; P00748; in the data active means inhibition above about 40%;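 further: 0% = enzyme with no compound and 100% = blank without enzyme; many of its hits are not listed in these tables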
Target sequence (P00748 20-372 limits assumed): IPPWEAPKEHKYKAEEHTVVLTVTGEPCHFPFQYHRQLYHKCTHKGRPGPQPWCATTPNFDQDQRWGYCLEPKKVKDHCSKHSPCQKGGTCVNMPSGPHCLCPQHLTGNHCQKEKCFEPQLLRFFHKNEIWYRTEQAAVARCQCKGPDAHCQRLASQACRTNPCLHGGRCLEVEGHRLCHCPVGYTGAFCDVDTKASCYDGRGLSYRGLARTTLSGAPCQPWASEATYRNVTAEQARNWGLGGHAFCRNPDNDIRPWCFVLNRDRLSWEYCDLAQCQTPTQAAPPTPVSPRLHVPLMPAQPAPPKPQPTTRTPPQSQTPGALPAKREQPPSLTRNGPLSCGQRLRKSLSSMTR
Target sequence (P00748 373-615 limits assumed): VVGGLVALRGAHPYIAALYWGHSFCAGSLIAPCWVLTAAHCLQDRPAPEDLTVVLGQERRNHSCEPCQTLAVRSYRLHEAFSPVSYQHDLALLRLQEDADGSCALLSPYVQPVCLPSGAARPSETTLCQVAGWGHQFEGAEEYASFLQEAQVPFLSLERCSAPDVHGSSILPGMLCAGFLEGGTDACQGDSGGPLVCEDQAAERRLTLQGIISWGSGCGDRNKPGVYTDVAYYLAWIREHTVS
14-3-3 Bad inh – disrupts binding of bovine 14-3-3 zeta to phospho-Bad peptide; AID 781; inhibition, % at 21.7 µM; TR-FRET 14-3-3zeta/Dy647-pBad peptide displacement, 1 h; 220,000 tested, 0.71% active;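 active means inhibition above about 70%, limit read from the data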;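 further: 0% = full 14-3-3 plus peptide FRET controls and 100% = background without 14-3-3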
hK5 inh – kallikrein 5 (human) inhibition. 210,000 tested, 0.59% active. Q9Y337. recombinant hK5, fluorogenic AMC substrate cleavage. inhibition, % at 5 µM;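 active means inhibition of 40% or more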;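 further: 0% = enzyme controls without compound and 100% = no-enzyme blanks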
p97 ATPase inh – inhibitors of human p97 ATPase | P55072 | recombinant p97 ATPase, Kinase-Glo ATP luminescence, 3 h | inhibition, % at 8 µM | 220,000 tested, 0.42% active | AID 1481; in the data active means inhibition above about 15%;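 further: 0% = DMSO vehicle and 100% = wells lacking enzyme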
Wee1 stabilizer – human Wee1 degradation inhibition, primary screen; P30291; HeLa Luc-Wee1K328M stability, luciferase luminescence; 100% = proteasome inhibitor MG132 effect; reporter increase, % at 5 µM; 220,000 tested, 1.2% active; AID 1321;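 active means activation above the mean of all tested compounds plus 3 SD, set per screening run, cut at about 8.8% in these data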;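 further: cells exposed to compound for 20 h before luminescence read; 0% = DMSO alone and 100% = MG132 at 30 µM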
FXIa inh 1536 – inhibitors of human coagulation factor XIa; P03951; inhibition, % at 5 µM; 220,000 tested, 0.14% active; purified FXIa, Boc-Glu-Ala-Arg-AMC fluorogenic substrate;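 active means inhibition of at least 40%; inactive means inhibition below 40%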;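 further: fluorescence of freed AMC excited at 355 nm; 0% = enzyme without compound and 100% = no enzyme blank; many of its hits are not listed in these tables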
Rad51 HR inh – Rad51 (human) homologous recombination inhibition | Q06609 | hRad51 DNA strand exchange, fluorescence dequenching | inhibition, % at 10 µM | 200,000 tested, 0.085% active | AID 1385;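 active means inhibition above 40% at the single screening dose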;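 further: 0% = DMSO control wells and 100% = blanks with heterologous ssDNA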
Target sequence (Q06609 whole entry, looked up): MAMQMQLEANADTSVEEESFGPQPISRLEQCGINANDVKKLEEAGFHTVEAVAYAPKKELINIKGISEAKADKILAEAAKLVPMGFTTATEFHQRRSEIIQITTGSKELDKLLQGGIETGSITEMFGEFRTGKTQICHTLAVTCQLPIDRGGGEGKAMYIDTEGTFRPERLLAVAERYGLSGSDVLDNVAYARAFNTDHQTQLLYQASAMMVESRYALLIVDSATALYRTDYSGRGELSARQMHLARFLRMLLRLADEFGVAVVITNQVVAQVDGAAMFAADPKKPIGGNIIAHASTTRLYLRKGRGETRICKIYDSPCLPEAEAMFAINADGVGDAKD
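Test system: preformed human Rad51 ssDNA filaments; also added: Donor/quencher-labelled 47-bp dsDNA substrate; doses: 10 µM final, single point; times: 37 °C 15-min filament assembly, 30-min compound preincubation, 15-min exchange; detection: FRET fluorescence dequenching, excitation 485 nm, emission 520 nm; read-out basis: Fluorescence-based percent inhibition, control- and blank-normalised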
eIF4E 4G PPI – blocks eIF4E binding to eIF4G; P63073+Q04637; inhibition, % at 21.7 µM; 220,000 tested, 0.37% active; TR-FRET eIF4E-eIF4GI(517-606) binding, 2 h;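 active means inhibition above about 30%, limit read from the data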;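 further: 0% = full FRET control wells and 100% = background wells lacking eIF4GI fragment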
MDM2 E3 inh – blocks human Mdm2 ubiquitin ligase activity. cell-based MDM2 ubiquitination luciferase reporter, 2 h; 0 = plate control, 100 = twice control, blank-subtracted. signal enhancement, % at 5 µM. 210,000 tested, 0.11% active. AID 1230;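 active means signal enhancement of 30% or more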;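 further: luminescence tracks abundance of the self-degrading MDM2-luciferase fusion protein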
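Buffer or medium: Cells held in DMEM | Assay system: Stable mammalian line carrying autodegrading MDM2–luciferase fusion reporter | Quantity: 2000 cells/well | Times: 4 h settle plus 2 h compound, 37 °C | Doses: One concentration, 5 µM, with 0.2% DMSO | Technique: Luminescence with SteadyLite reagent, 15 min at room temperature | Benchmarks: Plate controls and plate blanks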
* hit, by the source's call; nt = not tested or not shown; [ ] = remark or other dose. Not a hit list. Share with any hit: about 3.5%.

SMILES | FXIIa inh 1536 | 14-3-3 Bad inh | hK5 inh | p97 ATPase inh | Wee1 stabilizer | FXIa inh 1536 | Rad51 HR inh | eIF4E 4G PPI | MDM2 E3 inh
CCn1cc(CNC(=O)NC2CCCCC2)c(C)n1 | -3 | -2[fluorescence artefact?] | -13 | 3 | 3 | -5 | 9 | 5[fluorescence artefact?] | -5
Cc1noc(C)c1S(=O)(=O)N1CCC(C(=O)N2CCN(Cc3ccc4c(c3)OCO4)CC2)CC1 | 7 | 3 | 13 | 3 | -3 | 3 | nt | 2 | -6
O=C1CCCC2=C1C(Cc1ccccc1)C1=C(CCCC1=O)O2 | 2 | 4 | -8 | 0 | -4 | -7 | -8 | 0 | -24
O=C(CCN1CCc2ccccc2C1)c1ccc2c(c1)OCCO2 | -1 | -2 | 2 | -1 | -1 | 2 | -1 | -1[fluorescence artefact?] | 7
Cc1cc(C)cc(NS(=O)(=O)c2ccc(Oc3ncc(C(F)(F)F)cc3Cl)cc2)c1 | 7 | nt | -9 | -1 | 1 | 8 | -7 | nt | 0
COc1cc2c(cc1OC)C(NC(=O)C(F)(F)F)C/C2=N\O (stereo not drawn) | 6 | -5 | 1 | 2 | 2 | -4 | 4 | 1 | -2
C#Cc1ccc([C@@H]2C=C(C(=O)N3CCN(Cc4ccc5c(c4)OCO5)CC3)O[C@H](OCC)[C@H]2CCCO)cc1 | -1 | 4 | -5 | -5 | -3 | -5 | 10 | 3 | nt
O=S(=O)(c1cccc2nsnc12)N1CCc2ccccc2C1 | 5 | 0 | 4 | 6 | 2 | -4 | nt | 5 | -7
Cc1ccc([N+](=O)[O-])cc1NC(=S)NC(=O)c1ccco1 | 9 | 5 | -1 | 4 | 1 | 1 | -7 | 3 | -8
Cc1cc(C(=O)NNc2ccc(F)cc2)no1 | 9 | 35 | 7 | 6 | -1 | 14 | 11 | 0 | -13
COCCCNC(=O)CCCC(=O)NCCCOC | 15 | 8 | -10 | 3 | 0 | 0 | -10 | 1 | 1
COc1ccc(COc2cc(-c3cccc(OC)c3)nc3ccc(N)cc23)cc1 | 17 | 0[fluorescence artefact?] | -24 | 5 | 9.5* | 23 | 0 | -1 | nt
O=C(O)C1C2C=CC(C2)C1C(=O)NCCCN1CCOCC1 (stereo not drawn) | 14 | 1[fluorescence artefact?] | 3 | 6 | -1 | 7 | -5 | -1 | 6
O=C(O)C(Cc1ccccc1)N1C(=O)c2ccccc2C1=O (stereo not drawn) | 7 | 27 | -8 | 2 | -1 | 0 | 2 | -3 | -15
O=[N+]([O-])c1ccc(S(=O)(=O)NCCN2CCOCC2)cc1 | 10 | -4 | 9 | -3 | 2 | 2 | -12 | 0 | -7
COc1ccc([N+](=O)[O-])cc1NC(=O)c1cccs1 | 27 | -3 | 17 | -4 | -1 | 31 | -13 | 0 | -8
CCOC(=O)CNS(=O)(=O)c1cc(-c2nnc(Nc3ccc4c(c3)OCO4)c3ccccc23)ccc1C | 6 | -1 | -7 | 5 | -3 | 5 | 5 | 8 | -4
CCC(=O)Nc1ccc2c(c1)OCCO2 | -4 | -5 | -12 | -1 | 2 | -9 | 1 | -10 | -22
CCOc1cc(/C=N/NC(=O)c2cc(-c3cccnc3)nc3ccccc23)ccc1O | 9 | -6 | 4 | 3 | -2 | 2 | 8 | 4 | -5
CC(C(=O)NC(C)(C)C)N1C(=O)c2cccc3cccc(c23)C1=O (stereo not drawn) | 9 | -6 | 7 | -2 | -3 | 0 | 17 | -2 | -6
O=C(c1ccccn1)N(c1ccccc1)C1(C(=O)NC2CCCCC2)CCCCC1 | 9 | -18 | 0 | 2 | 0 | -2 | 8 | 0 | -6
CC(Oc1ccccc1)c1ccnn1S(C)(=O)=O (stereo not drawn) | 15 | 0 | 4 | 2 | -1 | 5 | 0 | 3 | -9
O=C1CN(c2ccccc2F)C(=O)CN1c1ccccc1F | -17 | 0 | -20 | -5 | 1 | 0 | -4 | -10[fluorescence artefact?] | -4
O=C(NCc1cn2ccccc2n1)c1ccc(Br)o1 | 11 | 1 | -20 | 1 | 3 | 3 | 4 | 3 | -3
COc1cc(/C=C/C(=O)O)cc(S(=O)(=O)NCCO)c1OC | -3 | 3 | 21 | -11 | -4 | -5 | 1 | 5 | -17

(cont.)
SMILES | FXIIa inh 1536 | 14-3-3 Bad inh | hK5 inh | p97 ATPase inh | Wee1 stabilizer | FXIa inh 1536 | Rad51 HR inh | eIF4E 4G PPI | MDM2 E3 inh
CC(=O)c1cccc(NC(=S)NCCC2=CCCCC2)c1 | 14 | -14[fluorescence artefact?] | -1 | -6 | 5 | 30 | -6 | -6 | -6
CCOC(=O)C1=NNC2(c3ccc(Cl)cc3)C(=O)N(c3ccc(C)cc3)C(=O)C12 (stereo not drawn) | 10 | 4 | -10 | 0 | 3 | 8 | -6 | 5 | -6
Cc1cccc(S(=O)(=O)C(C#N)c2nc3ccccc3nc2N2CCCC2)c1 (stereo not drawn) | 5 | 30 | -24 | 20* | 1 | 2 | -29 | 3 | 3
COCCn1c(=NC(=O)c2ccc3c(c2)OCCO3)sc2cc(S(N)(=O)=O)ccc21 | 9 | 7 | nt | 2 | 3 | 3 | nt | 4 | nt
Cc1ccc(C2SCCN2C(=O)c2ccc([N+](=O)[O-])cc2)cc1 (stereo not drawn) | 12 | -14 | -21 | 1 | 2 | 4 | -6 | 0 | -3
COc1ccc(C(=O)Nc2ccccc2C(=O)NC(C(=O)NCc2ccco2)C(C)C)cc1 (stereo not drawn) | 4 | 30[fluorescence artefact?] | 15 | -3 | 2 | -3 | 12 | -5 | -14
COc1ccc(CNC(=O)c2cccnc2Sc2ccc(C)c(C)c2)cc1 | 10 | 10 | -13 | 1 | 7 | -1 | 23 | 0 | 2
CCOc1ccc(-n2cnc3c(=O)[nH]c(N)nc32)cc1 | 2 | 1 | 0 | 6 | -1 | -1 | 17 | -2 | 3
O=C(NC1CCCCCC1)C1c2ccccc2C(=O)N1Cc1cccnc1 (stereo not drawn) | 16 | 6 | -19 | 0 | -1 | 0 | -4 | -1 | 0
Cc1cc(CNC(=O)COc2ccc([N+](=O)[O-])cc2)c2ccccc2n1 | 1 | 1 | -1 | 4 | 0 | 2 | 4 | 0 | -7
Cc1ccc(OC(=O)COc2ccccc2C)c(-n2nc3ccccc3n2)c1 | 11 | -6[fluorescence artefact?] | -11 | 0 | 2 | -1 | 14 | -5 | -12
CCN1CCN(C(=O)c2ccccc2Nc2ccc(SC(F)F)cc2)CC1 | 11 | -9 | 0 | 4 | -3 | 1 | 24 | 1 | 4
CCCC1(CCC)NC(=O)N(CC(=O)c2cc(C)n(-c3ccc4c(c3)OCO4)c2C)C1=O | 14 | -5[fluorescence artefact?] | -7 | -4 | 8 | 9 | -7 | 1[fluorescence artefact?] | -7
COc1cc(CNCCN2CCOCC2)ccc1OCC(=O)NC(C)(C)C | 11 | 11 | 4 | 0 | -1 | 0 | 5 | 1 | -19
CC(C)Oc1ccccc1OCCCCn1cnc2ccccc2c1=O | 4 | -2 | 0 | -1 | -1 | -1 | -3 | 9 | -7
CCCOc1ccc(OC(=O)c2ccc(Br)o2)cc1 | 2 | 0 | -7 | -3 | 0 | -6 | 7 | 10 | -13
O=C(O)C1CC(=O)N(Cc2cccnc2)C1 (stereo not drawn) | 0 | 10 | -30 | 6 | -1 | -1 | 1 | -2[fluorescence artefact?] | -3
COC(=O)c1[nH]c2ccccc2c1NC(=O)CCN1CCN(C2CCCCC2)CC1 | 18 | 1 | -7 | 3 | 1 | 4 | -2 | 2 | -9
Cn1c(NC(=O)COc2ccccc2)cc(=O)n(C)c1=O | 13 | 2 | 2 | -3 | 3 | -6 | -5 | -1 | 9
C=CCN1C(=O)C(O)(CC(=O)c2ccc(OC)cc2OC)c2cc(Br)ccc21 (stereo not drawn) | -5 | 2 | -4 | -4 | 2 | -10 | 14 | 9 | 1
CC(C)c1ccc(C2NC(=O)CCC2[N+](=O)[O-])cc1 (stereo not drawn) | 6 | -8 | 2 | 7 | -2 | -1 | 1 | 0 | -2
COC(=O)c1ccc(SCC(=O)NC2CCCCC2)c([N+](=O)[O-])c1 | 12 | 0[fluorescence artefact?] | -8 | 3 | 3 | 4 | 24 | 6[fluorescence artefact?] | 0
CC(=O)c1cc2c(cc1NC(=O)CSc1nc3ccccc3o1)OCO2 | 1 | 1[fluorescence artefact?] | -4 | -4 | 5 | -3 | -3 | 2 | -16
Cc1onc(-c2c(F)cccc2Cl)c1C(=O)OCC(=O)NC(c1ccccc1)c1ccccc1 | 3 | 5 | -3 | -3 | 1 | -4 | nt | 8 | -14
Cc1ccc(S(=O)(=O)n2c(=O)oc3ccccc32)cc1 | 11 | 5 | 4 | -3 | 1 | 1 | 3 | 3 | -4

Next part:
SMILES | FXIIa inh 1536 | 14-3-3 Bad inh | hK5 inh | p97 ATPase inh | Wee1 stabilizer | FXIa inh 1536 | Rad51 HR inh | eIF4E 4G PPI | MDM2 E3 inh
CC(=O)OCC(=O)[C@@]1(O)[C@H](C)C[C@H]2[C@@H]3CCC4=CC(=O)C=C[C@]4(C)[C@@]3(F)[C@@H](O)C[C@@]21C | 10 | 3 | -5 | 4 | 5 | 6 | -3 | -1 | nt
C=C(C)C(=O)Nc1cccc(C2=NOC3(C2)C[C@H](C(N)=O)N(C(=O)c2ccccc2)C3)c1 (stereo partly drawn) | 1 | 29 | -3 | nt | nt | -1 | -4 | 3 | 4
C/C(=N\NC(=O)c1cc2ccccc2cc1O)c1cc2ccccc2o1 | 5 | -11 | -17 | 9 | -1 | 6 | -9 | 1 | -11
C=CCNc1nc2c3ccccc3n(C(C)=O)c2s1 | 1 | 31 | 6 | 4 | 1 | 13 | 9 | 3 | -16
Cc1ccccc1NC(=O)c1sc(Cl)nc1-c1ccccc1 | 8 | -4 | -17 | 2 | 4 | 2 | 10 | 2[fluorescence artefact?] | -9
CCOC(=O)C(NC(=O)c1ccccc1Cl)(Nc1ccc(C(F)(F)F)cc1)C(F)(F)F (stereo not drawn) | 1 | 4 | 5 | -4 | -1 | -14 | 1 | -3 | -14
O=C1N(c2ccccc2)C2CS(=O)(=O)CC2N1c1ccc(Br)cc1 (stereo not drawn) | 3 | 1[fluorescence artefact?] | 0 | 7 | -2 | 6 | 0 | 2[fluorescence artefact?] | 0
O=C(CCC1N=C2c3ccccc3N=C(SCc3ccccc3Cl)N2C1=O)NCc1ccco1 (stereo not drawn) | 12 | -1 | 12 | 0 | 0 | -5 | -4 | 1 | -1

Exported as comma-separated lines: entries from further up
canonical_smiles,FXIIa inh 1536,14-3-3 Bad inh,hK5 inh,p97 ATPase inh,Wee1 stabilizer,FXIa inh 1536,Rad51 HR inh,eIF4E 4G PPI,MDM2 E3 inh
C/C(=N\NC(=O)c1cc2ccccc2cc1O)c1cc2ccccc2o1,5,-11,-17,9,-1,6,-9,1,-11
C=CCNc1nc2c3ccccc3n(C(C)=O)c2s1,1,31,6,4,1,13,9,3,-16
Cc1ccccc1NC(=O)c1sc(Cl)nc1-c1ccccc1,8,-4,-17,2,4,2,10,2[fluorescence artefact?],-9
CCOC(=O)C(NC(=O)c1ccccc1Cl)(Nc1ccc(C(F)(F)F)cc1)C(F)(F)F (stereo not drawn),1,4,5,-4,-1,-14,1,-3,-14
O=C1N(c2ccccc2)C2CS(=O)(=O)CC2N1c1ccc(Br)cc1 (stereo not drawn),3,1[fluorescence artefact?],0,7,-2,6,0,2[fluorescence artefact?],0
